# UDG counterscr – counter-screen for AID inhibitors: uracil-DNA glycosylase inhibition; AID 1347430; Potency, µM (highest dose often 115 µM), inactives show top-dose activity change, negative = inhibition, most hits filed as inhibitors; FRET deamination/UDG coupled assay, UDG read, 4 h; 91,000 compounds, 0.14% hits; also: nearly all actives have a fitted effect of over 65% in size
# AID inh – blocks human AID cytidine deaminase activity; Q9GZX7; AID deamination FRET fluorescence, UDG-coupled, 4 h; Potency, µM (doses to about 115 µM), for inactives: at the top dose activity change, negative = inhibition, most hits filed as inhibitors; 91,000 compounds, 0.32% hits; AID 1347428; also: nearly all actives have a fitted effect of over 25% in size
# Target sequence (Q9GZX7 whole entry, looked up): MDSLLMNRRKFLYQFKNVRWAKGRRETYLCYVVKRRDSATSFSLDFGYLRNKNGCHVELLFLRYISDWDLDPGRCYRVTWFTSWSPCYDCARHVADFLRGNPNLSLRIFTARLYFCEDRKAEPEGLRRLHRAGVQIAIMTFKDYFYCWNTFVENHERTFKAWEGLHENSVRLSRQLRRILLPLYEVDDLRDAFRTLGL
# The depositor's hits bear a star; ? = inconclusive; [ ] = remark or other dose. Calls follow the shape of the dose curve; as a rule, active = well fitted curve in the direction sought with a large enough effect; inconclusive = small, poorly fitted or top-dose-only effect, or another doubt; inactive = no such curve, though single readings can be large; an effect the other way counts as inactive or inconclusive. % is scaled to controls: 0 for no effect and ±100 for the full control effect; potency is read from the fitted curve at half-maximal effect. An excerpt; count on the stated rates, not on these rows.
# Values in the order: UDG counterscr	AID inh
1. CCCCC(CC)CNC(=O)CCCCCn1c(=O)[nH]c2ccsc2c1=O (stereo not drawn)
 : 0%	16%
2. CCNC(=O)NC(=O)C(C)NC(C)c1cccc(C(F)(F)F)c1 (stereo not drawn)
 : 0%	3%
3. COC(=O)c1cc2occc2n1Cc1nc(-c2ccccc2C)oc1C
 : -1%	8%
4. CCN(C(=O)CCS(=O)(=O)c1cc(Br)cc2c1N(C(=O)C1CC1)CC2)c1cccc(C)c1
 : 3%	5%
5. Cn1c2ccccc2c2cnn(CC(=O)NCCCN3CCCCC3)c(=O)c21
 : -11%[57.5 µM]	66%[activator]
6. Cc1nc(-c2ccc(F)cc2)sc1CCNC(=O)c1ccccc1
 : 5%	-15%
7. COc1cc(OC)cc(C(=O)N(CC#N)C2CC2)c1
 : 9%	1%
8. Cn1ncc2c(N3CCN(c4cccc(Cl)c4)CC3)ncnc21
 : -1%[57.5 µM]	-5%
9. CC(C)(C)c1ccc(OCC(=O)NCC2(N3CCOCC3)CCCCC2)cc1
 : -26%[57.5 µM]	?
10. Cc1nc(C)c(-c2ccc(SCC(=O)Nc3ccc(Br)cc3)nn2)s1
 : -9%[57.5 µM]	10%
11. Cc1ccc(-c2cc(C(=O)N3CCOC(C)C3)n[nH]2)s1 (stereo not drawn)
 : -2%	1%
12. CCOc1ccccc1C(=O)Nc1c(C(=O)Nc2ccc(F)cc2)oc2ccccc12
 : -10%	-6%
13. O=C(c1cc(F)cc(F)c1)N1CCSc2ccc(Cl)cc21
 : -7%	-23%
14. COc1ccc(NCc2cc3cc4c(cc3n(CC(=O)Nc3ccc(F)cc3F)c2=O)OCO4)cc1
 : -16%	79%[activator]
15. CN(C)c1ccc(CN(Cc2ccco2)C(=O)COc2ccc(F)cc2)cc1
 : -20%	?
16. NS(=O)(=O)c1ccc(NN=C2CCCC2)c([N+](=O)[O-])c1
 : 1%	-5%
17. O=C(Nc1nc2ccc(Cl)cc2s1)c1cc(=O)c2ccccc2o1
 : -15%	?
18. Cn1ccnc1C(NC(=O)c1nn(C)c(=O)c2ccccc12)c1ccc(F)cc1 (stereo not drawn)
 : 0%	-3%
19. Cc1ccc(-n2ncc(C(=O)NCCCN3CCN(C)CC3)c2C2CCN(C(=O)OC(C)(C)C)CC2)cc1
 : ?	-5%
20. O=C(O)/C=C/c1cc(Cl)cc(Cl)c1
 : 0%	-1%
21. CCn1ncc2c(C(=O)Nc3ccc(OC(F)F)cc3)cc(-c3cccs3)nc21
 : -16%	-5%
22. CN(C(=O)Cn1nc(Cc2cccnc2)c2ccccc2c1=O)c1cccc(C(F)(F)F)c1
 : 3%[57.5 µM]	-21%
23. O=C(NCCc1ccccn1)C1CCC1
 : 5%	8%
24. CCc1nn2c(=O)cc(COc3ccc(/C=C(\C#N)C(=O)Nc4ccc(F)cc4)cc3OC)nc2s1
 : -12%	18%
25. Cc1ccc(C2C(C#N)=C(N)Oc3c2ccc2ccccc32)cc1 (stereo not drawn)
 : -2%	19%
26. Cc1ccc(NC(=O)CSc2nc3c([nH]c4ccccc43)c(=O)n2-c2ccccc2)c(C)c1
 : 4%[57.5 µM]	-12%
27. Cc1ccccc1NC(=O)CN(c1ccc(Cl)cc1Cl)S(=O)(=O)c1ccccc1
 : -2%	-4%
28. CCCCCCCCOc1ccc(-c2ccc(CCCCCCCC)cn2)cc1F
 : -12%	6%
29. CC(C)Oc1ccc(C(=O)Nc2ccc3oc(-c4cccnc4)nc3c2)cc1
 : ?	31%[activator]
30. CC(C)Oc1ccc(NC(=O)c2cc3cc(Br)ccc3oc2=O)cc1
 : 2%	0%

# Single records, from the list above. Order of values: UDG counterscr, AID inh
# Profile of CCCCCCCCOc1ccc(-c2ccc(CCCCCCCC)cn2)cc1F = -12%, 6%
# Profile of CCc1nn2c(=O)cc(COc3ccc(/C=C(\C#N)C(=O)Nc4ccc(F)cc4)cc3OC)nc2s1 = -12%, 18%
# Profile of O=C(NCCc1ccccn1)C1CCC1 = 5%, 8%
# Profile of CC(C)Oc1ccc(C(=O)Nc2ccc3oc(-c4cccnc4)nc3c2)cc1 = ?, 31%[activator]

# Further structures:
# Values in the order: UDG counterscr	AID inh
31. Cc1ccc(-n2cc(C(=O)Oc3ccc(F)cc3)c3ccccc3c2=O)cc1
 : 32%[activator]	2%
32. Cc1ccc(C(=O)OCC(=O)c2ccc(C3CCCCC3)cc2)cc1
 : -1%	23%
33. Cc1cccc(Nc2nnc(-c3cc4ccc(O)cc4oc3=O)s2)c1
 : -5%	-8%
34. N#Cc1ccc(Cl)cc1N=C/C(Br)=C/c1ccccc1
 : -11%	-27%
35. CCCCN1CC(c2nc3ccccc3n2CCCCOc2ccc(C)cc2C)CC1=O (stereo not drawn)
 : ?	?
36. O=C(NCc1ccc(-n2cccn2)nc1)c1cccc(NC(=O)c2ccco2)c1
 : 1%	-1%
37. COc1cc(C#N)ccc1OCc1cccc(C#N)c1
 : 6%	-2%
38. Cc1nnc(SCC(=O)Nc2nncs2)n1C(C)C
 : 3%	5%
39. Cc1oc(-c2ccccc2)nc1C(=O)Nc1ccccc1F
 : -1%	5%
40. CCOc1ccc(C2c3cc(OCC)c(OCC)cc3CC(=O)N2c2ccc(C(=O)O)cc2)cc1OCC (stereo not drawn)
 : -21%[57.5 µM]	-18%[57.5 µM]
41. CCCC/C(=N\NC(C)=O)c1ccccc1
 : 9%	11%
42. COc1ccc(CCNC(=O)C(=O)NCC(c2ccco2)S(=O)(=O)c2cccs2)cc1OC (stereo not drawn)
 : 42%[activator]	11%
43. Cc1cc2oc(C(=O)Nc3c(C)n(C)n(-c4ccccc4)c3=O)c(C)c2cc1C
 : -6%	-16%
44. Nc1ccc(C2CC2(Cl)Cl)cc1 (stereo not drawn)
 : -12%	-7%
45. Cc1c(Cl)cccc1NC(=O)Cn1c(CCC(=O)O)ccc1-c1cccs1
 : -2%	7%
46. Cc1ccc(C)c(Cn2c(=O)n(CCCCC(=O)NCc3ccccc3Cl)c(=O)c3ccccc32)c1
 : -9%	15%
47. COCCCN1C(=O)c2[nH]nc(-c3ccccc3O)c2C1c1ccc(OCc2ccccc2)cc1 (stereo not drawn)
 : -6%	-19%
48. O=C(Nc1ccccc1Br)c1cc(CN2CCCC2)on1
 : -1%	5%
49. N#Cc1c[nH]n2c(NC3CCCC3)c(-c3ccc(Br)cc3)nc12
 : -1%	-14%
50. CCOc1ccc(NC(=O)c2c(NC(=O)c3cccs3)sc3c2CCC(C(C)(C)C)C3)cc1 (stereo not drawn)
 : -8%	-14%

# 3 entries already listed, ordered by their value in AID inh, low to high.
cpd | Molecule | AID inh
47 | COCCCN1C(=O)c2[nH]nc(-c3ccccc3O)c2C1c1ccc(OCc2ccccc2)cc1 (stereo not drawn) | -19%
43 | Cc1cc2oc(C(=O)Nc3c(C)n(C)n(-c4ccccc4)c3=O)c(C)c2cc1C | -16%
44 | Nc1ccc(C2CC2(Cl)Cl)cc1 (stereo not drawn) | -7%

# Additional compounds.
# Values in the order: UDG counterscr	AID inh
51. COc1ccc(C(NC(=O)C2CCCC2)c2nccc3cc(OC)c(OC)cc23)cc1OC (stereo not drawn)
 : -1%	23%
52. CCc1ccccc1NC(=O)c1cc(-c2ccc(Cl)s2)nc2ccccc12
 : -7%	4%
53. CC(C)(C)C(=O)NCCCC(=O)NCCc1ccccc1
 : 3%	8%
54. CCN(CC)c1ccc(NC(=O)CCc2c(C)nc3ncnn3c2C)c(C)c1
 : -12%	12%
55. Cc1ccc(C(=O)C(C)OC(=O)Cc2n[nH]c(=O)c3ccccc23)cc1 (stereo not drawn)
 : -13%	-6%
56. Cc1ccc(NC(=O)C(Cc2ccccc2)NS(=O)(=O)c2ccc3c(c2)c(=O)n(C)c(=O)n3C)c(C)c1 (stereo not drawn)
 : -1%	-5%
57. COc1ccc(N2CC(C(=O)NCCS(=O)(=O)N3CCN(c4ccccc4)CC3)CC2=O)cc1 (stereo not drawn)
 : 6%	11%
58. CCn1c(=O)c2c(nc(-n3nc(C)cc3C)n2CC)n(C)c1=O
 : -4%	-3%
59. O=C(O)c1ccc(Cn2cnc3cccnc32)cc1
 : 5%	51%[activator]
60. Cc1cccc(NC(=O)CCN2CCN(c3ccccc3F)CC2)c1
 : ?	10%

# 2 of these compounds in another layout.
51) COc1ccc(C(NC(=O)C2CCCC2)c2nccc3cc(OC)c(OC)cc23)cc1OC (stereo not drawn)
  UDG counterscr: -1%	AID inh: 23%
52) CCc1ccccc1NC(=O)c1cc(-c2ccc(Cl)s2)nc2ccccc12
  UDG counterscr: -7%	AID inh: 4%

# Next section
# Values in the order: UDG counterscr	AID inh
61. O=C(Cc1cccs1)Nc1c(NCc2ccccc2)c2ccccc2oc1=O
 : 2%	-2%
62. Cc1cc2nc(/C=C/c3cccc(O)c3)sc2cc1C
 : 7%	1%
63. CSc1cccc(NC(=O)c2ccc3c(c2)CCCN3S(C)(=O)=O)c1
 : -3%	?
64. COc1ccc(C(NC(=O)c2nc(-c3ccccc3)oc2C)c2ccccc2)cc1 (stereo not drawn)
 : 5%	2%
65. O=C(CN1C(=O)C2(SCC(=O)N2c2ccc(F)cc2)c2ccccc21)NCCc1ccccc1 (stereo not drawn)
 : -13%	?
66. N#Cc1ccc(COc2ccccc2C(=O)Nc2ccccc2)cc1
 : -1%	1%
67. CCOC(=O)CS(=O)(=O)c1nc(-c2ccc(F)cc2)cc(C(F)(F)F)n1
 : 2%	-8%
68. CSc1nc2sc3c(c2c(=O)n1-c1ccc(C)c(Cl)c1)CCN(C(C)=O)C3
 : -14%	-8%
69. CCOC(=O)c1[nH]c2c(c1Cc1ccccc1OC)C(=O)CC(c1ccccc1)C2 (stereo not drawn)
 : -3%	5%
70. Cc1ccc(Cl)cc1-n1ncc2c(NCCc3ccccc3)ncnc21
 : ?	?
71. CCOc1ccccc1Oc1coc2cc(OCc3cc(C)ccc3C)ccc2c1=O
 : 0%	-8%
72. CC(C)c1ccc(N/C=C/C(=O)c2ccc(Br)cc2)cc1
 : -2%	-5%
73. N#Cc1cccc(/C=C2/CCOc3ccc(Br)cc3C2=O)c1
 : 1%	-10%
74. Clc1cccc(N2CCN(c3nc4ccccc4c4nc(-c5cccnc5)nn34)CC2)c1
 : -4%	5%
75. Cc1cccc(NC(=O)/C(C#N)=C/c2cc(C(C)(C)C)c(O)c(C(C)(C)C)c2)c1C
 : -7%	10%
76. N#CCCN1CCC(c2ccccc2)C1 (stereo not drawn)
 : -6%	-3%
77. CCOc1nc(NC(=O)NS(=O)(=O)Oc2ccccc2Cl)nc(-c2ccccc2)n1
 : 2%	19%
78. CC(C)CCNC(=O)c1cc(=O)[nH]c2ccc(S(=O)(=O)Nc3ccc(F)cc3)cc12
 : 0%	7%
79. CC1CC(O)C(C)(C)N(C)C1 (stereo not drawn)
 : -1%	7%
80. CCCNC(=O)NC(=O)CN(C)C1CCCCC1
 : -3%	0%
81. Cc1cc(C)c2c(=O)cc(CSCC(=O)Nc3ccccc3Cl)[nH]c2c1
 : -5%[57.5 µM]	-12%
82. CCc1ccc(S(=O)(=O)N2CCN(c3ccc(Cl)c(Cl)c3)CC2)cc1
 : -8%	-13%
83. O=C(NCc1n[nH]c(=O)c2ccccc12)c1ccc(Cl)cc1Cl
 : 5%	-8%
84. COC(=O)c1[nH]c(C)c(/C(O)=C2\C(=O)C(=O)N(CCCn3ccnc3)C2c2cccnc2)c1C (stereo not drawn)
 : -3%	-2%
85. CCc1cccc(NC(=O)CSc2nc3ccccc3nc2N2CCCCC2)c1
 : -9%	-9%
86. CC(=O)c1cccc(C#Cc2ccccc2)c1
 : -11%	-9%
87. COc1ccc2c(c1)c1c(c(=O)n(-c3ccc(C)cc3)c(=O)n1CC(=O)N1CCCC1)n2C
 : -15%	10%
88. N#Cc1ccccc1COc1ccc(Cl)c2ccccc12
 : -3%	3%
89. Cn1c(=O)n(C)c2cc(N3CCOCC3)c(NS(=O)(=O)c3ccc(Br)cc3)cc21
 : -4%	27%
90. N#CC1(C(N)=O)C(c2ccccc2)CC(=O)CC1c1ccccc1 (stereo not drawn)
 : -9%	1%
91. CN(C(=O)CSc1nnc(COc2ccccc2)o1)c1ccccc1
 : 39%[activator]	10%
92. O=C(CSc1nc2ccccc2nc1Cc1ccc(Cl)cc1)NCCc1ccccc1
 : 0%	1%
93. COCCn1c(=N)c(C(=O)NC(C)c2ccccc2)cc2c(=O)n3cc(C)ccc3nc21 (stereo not drawn)
 : 4%	46%[activator]
94. O=C(Cn1cnc2ccccc2c1=O)NCCC(=O)Nc1ccc(F)cc1
 : -13%[57.5 µM]	18%[57.5 µM]
95. C/C(=N\O)C1=CC(C)(C)CCC1
 : 6%	0%
96. Cc1ccc(-c2nnc(Nc3ccc(Br)cc3)c3ccccc23)cc1S(=O)(=O)NCC1CCCO1 (stereo not drawn)
 : -16%[57.5 µM]	-24%[57.5 µM]
97. COc1ccc(Nc2nc(N)nc(CSc3nc4cc(OC)ccc4s3)n2)cc1
 : ?	?
98. Cc1oc(-c2nc(C#N)c(NCC3CCCO3)o2)cc1S(=O)(=O)N1CCCCCC1 (stereo not drawn)
 : -3%	-6%
99. COCC(C)NC(=O)c1cc(-c2ccccc2Cl)nc2ccccc12 (stereo not drawn)
 : 6%	4%
100. COc1ccc(C(=O)c2sc(Nc3cccc(Cl)c3)nc2N)cc1OC
 : 3%	-3%
101. Cc1ccc2c(c1)c1c(c(=O)n(-c3cccc(Cl)c3)c(=O)n1CC(=O)N1CCCC1)n2C
 : 5%	-10%
102. CCCCCCCOc1ccc(C(=O)O)cc1
 : -3%	-8%
103. Cc1ccc(S(=O)(=O)N2CCCC2C(=O)Nc2ccc(Br)cc2)cc1 (stereo not drawn)
 : -15%	?
104. CN(Cc1ccsc1)C(=O)Cc1cccs1
 : -2%	11%

# Source: PubChem BioAssay (National Center for Advancing Translational Sciences (NCATS))
